Compound activity: PubChem BioAssay, National Center for Advancing Translational Sciences (NCATS)
ALOX12 inh: Primary qHTS assay for inhibitors of human arachidonate 12S-lipoxygenase (ALOX12): Round 2. AID 1671190, 2021. Potency, µM (titrated, usually from 108 µM), for the others: at the top dose activity change, negative = inhibition, actives largely listed as inhibitors. purified 12hLO, xylenol orange hydroperoxide absorbance. actives 1.1% (n = 580,000); note: % is set by controls: 0 for no effect and ±100 for the full control effect
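Hydroperoxide product was detected by ferrous iron/xylenol orange as the 573 to 405 nm absorbance ratio. Arachidonic acid at 40 uM (final) was turned over for 30 min at room temperature by 150 nM human 12hLO, pH 7.0 Hepes buffer, after 15 min compound preincubation.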
TrxR1 substrate: qHTS Assay for Substrates of Mammalian Selenoprotein Thioredoxin Reductase 1 (TrxR1): qHTS; Thioredoxin reductase 1, cytoplasmic (Rattus norvegicus), O89049; purified TrxR1 substrate turnover, NADPH consumption readout; Potency, µM (series often up to 114 µM), for the others: at the top dose activity change, negative = substrate turnover; actives 0.01% (n = 390,000); AID 588456, 2011; note: % is set by controls: 0 for no effect and ±100 for the full control effect; nearly all actives have a fitted effect of over 50% in size
Target sequence (O89049 whole entry, looked up): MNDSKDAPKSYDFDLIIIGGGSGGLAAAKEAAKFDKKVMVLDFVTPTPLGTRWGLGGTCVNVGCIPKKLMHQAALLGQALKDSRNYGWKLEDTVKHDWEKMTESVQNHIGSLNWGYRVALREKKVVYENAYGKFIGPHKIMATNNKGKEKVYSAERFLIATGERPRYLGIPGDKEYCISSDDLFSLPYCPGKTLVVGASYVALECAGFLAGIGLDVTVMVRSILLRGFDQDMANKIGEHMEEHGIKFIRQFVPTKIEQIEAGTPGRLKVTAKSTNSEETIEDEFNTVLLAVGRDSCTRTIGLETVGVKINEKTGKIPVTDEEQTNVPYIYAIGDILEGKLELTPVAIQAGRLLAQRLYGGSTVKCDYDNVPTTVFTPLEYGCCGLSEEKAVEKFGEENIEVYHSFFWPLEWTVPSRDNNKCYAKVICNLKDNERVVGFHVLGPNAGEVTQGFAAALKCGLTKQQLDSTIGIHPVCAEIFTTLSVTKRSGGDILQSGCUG
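Rat TrxR1, dispensed at 90 nM, was prereduced with 400 uM NADPH (final) for 5 min at ~22 deg C, then incubated with compound 15 min before 400 uM selenite. A first-read NADPH fluorescence drop versus no-compound background flagged substrates.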
USP1 inh: Inhibitors of USP1/UAF1: Primary Screen. Ubiquitin carboxyl-terminal hydrolase 1 (Homo sapiens), O94782. recombinant USP1/UAF1, Ub-Rhodamine cleavage fluorescence. Potency, µM (series often up to 57.1 µM), without a hit: top-dose activity change, negative = inhibition, most hits filed as inhibitors. actives 0.23% (n = 390,000). AID 743255, 2014; note: % is set by controls: 0 for no effect and ±100 for the full control effect; nearly all actives have a fitted effect of over 60% in size; inactives centre near -12
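In this screen, compounds sit with the deubiquitinase complex (1nM) for 15 min at room temperature before Ub-Rho is added at 150nM final. Fluorescence rise is then followed for 6 reads every 60 seconds.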
RGS4 inhibitor: Inhibitors of Regulator of G Protein Signaling (RGS) 4: qHTS. Regulator of G-protein signaling 4 (Homo sapiens), P49798. Transcreener GDP fluorescence polarization, RGS4-accelerated GTP hydrolysis. Potency, µM (series often up to 114 µM), inactives show at the top dose activity change, negative = inhibition, hits mostly inhibitors. actives 0.039% (n = 390,000). AID 504845, 2011; note: % is set by controls: 0 for no effect and ±100 for the full control effect; nearly all actives have a fitted effect of over 75% in size; some results filed as inactive show a strong effect at the top dose
Target sequence (P49798 whole entry, looked up): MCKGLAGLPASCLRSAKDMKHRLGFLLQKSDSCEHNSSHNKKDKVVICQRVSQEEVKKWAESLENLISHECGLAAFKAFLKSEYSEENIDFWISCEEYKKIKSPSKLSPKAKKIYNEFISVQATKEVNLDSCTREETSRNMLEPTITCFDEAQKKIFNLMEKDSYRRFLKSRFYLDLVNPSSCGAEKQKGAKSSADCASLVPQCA
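MLSMR compounds (23 nl, pin-transferred) preincubated 10 min at room temperature with a 500nM (2x) first reagent, then RGS4 at 900nM (2x) plus Transcreener GDP mix added; fluorescence polarization (620/688 nm) read before and after 90 min at 30 °C.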
Vif-A3F inh: qHTS for Inhibitors of Vif-A3F Interactions: qHTS; HeLa A3F-eYFP + Vif (tagged APOBEC3F with the HIV-1 protein that degrades it), YFP fluorescence increase; actives 0.2% (n = 390,000); Potency, µM (top dose mostly 46.1 µM), without a hit: top-dose activity, negative = active; note: % of control where 0% means no effect; nearly all actives have a fitted effect of over 65% in size
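HeLa cells stably expressing A3F-eYFP plus Vif, plated and incubated overnight at 37 deg C, then exposed to compounds overnight at 37 deg C. Blocked degradation read as raised yellow fluorescence (Ex 488/Em 500-530).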
Vif-A3G inh: qHTS for Inhibitors of Vif-A3G Interactions: qHTS; DNA dC->dU-editing enzyme APOBEC-3G (Homo sapiens), Q9HC16; HeLa A3G-eYFP + Vif (tagged APOBEC3G with the HIV-1 protein that degrades it), YFP fluorescence, overnight; Potency, µM (top dose mostly 46.1 µM), without a hit: top-dose activity, negative = active, hits mostly inhibitors; actives 0.076% (n = 410,000); AID 602310, 2012;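 note: % is set by controls: 0 for no effect and ±100 for the full control effect; nearly all actives have a fitted effect of over 60% in size; hits raise eYFP signal because A3G escapes Vif-driven loss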
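Read-out is eYFP fluorescence (Ex 488/Em 500-530) from Vif-expressing HeLa A3G-eYFP cells; more signal means A3G escaped Vif-mediated degradation. Cells plated overnight, compound pinned in, incubated overnight at 37 deg C.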
RXFP1 agonist: qHTS Assay for Agonists of the Relaxin Receptor RXFP1 | HEK293T-RXFP1 cAMP TR-FRET, 30 min; response scale: percent of porcine relaxin response, buffer zero | Potency, µM (highest dose often 57.5 µM), for inactives: at the top dose activation, actives largely listed as activators | actives 0.3% (n = 370,000) | AID 2676, 2010; note: % is set by controls: 0 for no effect and ±100 for the full control effect; nearly all actives have a fitted effect of over 60% in size; many of its hits are not listed in these tables
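HEK293 cells stably expressing RXFP1, treated 30 min at 37C with compounds plus PDE4 inhibitor Ro 20174; cAMP measured by HTRF TR-FRET. Normalized to buffer and 29 nM porcine relaxin; EC50 by Hill fit.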
rTrxR1 inhibitor: qHTS Assay for Inhibitors of Mammalian Selenoprotein Thioredoxin Reductase 1 (TrxR1): qHTS; Thioredoxin reductase 1, cytoplasmic (Rattus norvegicus), O89049; recombinant rTrxR1, NADPH fluorescence consumption, selenite substrate; Potency, µM (titrated, usually from 114 µM), without a hit: at the top dose activity change, negative = inhibition, most hits filed as inhibitors; actives 1% (n = 390,000); AID 588453, 2011; note: % is set by controls: 0 for no effect and ±100 for the full control effect; nearly all actives have a fitted effect of over 65% in size
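Rat TrxR1 (90 nM in the dispensed reagent) was pre-reduced with 400 uM NADPH for 5 min at room temperature, then incubated with compound for 15 min. After 400 uM selenite was added, NADPH fluorescence (Ex 340/Em 450 nm) was followed for 8 min.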
IDH1 R132H inh: qHTS for Inhibitors of mutant isocitrate dehydrogenase 1 (IDH1): qHTS; Isocitrate dehydrogenase [NADP] cytoplasmic (Homo sapiens), O75874; IDH1-R132H enzyme, NADPH consumption, diaphorase/resazurin fluorescence; Potency, µM (titrated, usually from 76.6 µM), for the others: at the top dose activity change, negative = inhibition, usual class: inhibitors; actives 0.093% (n = 390,000); AID 602179, 2012; note: % is set by controls: 0 for no effect and ±100 for the full control effect; nearly all actives have a fitted effect of over 65% in size
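IDH1-R132H (0.5 ug/mL dispensed) in pH 7.5 Tris buffer was preincubated 30 min with compound, then given a substrate mix of 0.016 mM NADPH and 2 mM alpha-KG for 80 min at room temperature; remaining NADPH was read by diaphorase/resazurin fluorescence.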
The depositor's hits bear a star; ? = inconclusive; . = not tested or not shown; [ ] = remark or other dose. Calls come from the whole dose curve; as a rule, active = well fitted curve in the direction sought with a large enough effect; inconclusive = small, poorly fitted or top-dose-only effect, or another doubt; inactive = no such curve, though single readings can be large; an effect the other way counts as inactive or inconclusive. Potency is the fitted concentration of half-maximal effect.

SMILES | ALOX12 inh | TrxR1 substrate | USP1 inh | RGS4 inhibitor | Vif-A3F inh | Vif-A3G inh | RXFP1 agonist | rTrxR1 inhibitor | IDH1 R132H inh
COC(=O)Cc1ccc(NC(=S)NNC(=O)C2CC2)cc1 | 60.3% | -3.8%[11.4 µM] | 11.1% | -11.6% | -2.7% | 0.6% | -0.8% | -4.0%[11.4 µM] | 4.1%
CCc1ccc(NC(=O)Nc2cccc(OC)c2)cc1 | -1.8% | -7.4% | -6.9% | 22.6% | 17.8% | -1.9% | 0.2% | 9.5% | 0.0%
CCc1ccccc1N(CC(=O)NCc1ccc(OC)cc1)C(=O)CCC(=O)Nc1ccccn1 | -15.2% | -4.1%[0.0914 µM] | -10.1% | 8.3% | 5.6% | -1.1% | 0.7% | 25.5% | 4.5%
OC(COc1ccc(CNCCc2ccc(C(F)(F)F)cc2)cc1)CN1CCCCC1 (stereo not given) | -13.9% | -0.6%[57.1 µM] | -21.4% | 0.3% | 8.7% | 2.8% | -1.5% | 11.4%[57.1 µM] | 0.6%
Cc1onc(-c2ccccc2Cl)c1C(=O)Nc1cccc2nsnc12 | 0.0% | 21.9% | -11.5% | 22.6% | 5.2% | 1.2% | 5.3% | -4.6% | -1.8%
CC(Sc1nnc(-c2ccco2)n1-c1ccccc1)C(=O)NCC1CCCO1 (stereo not given) | 4.4% | -3.7% | -12.2% | 9.1% | -14.8% | 1.0% | 0.5% | -13.8% | -5.0%
COc1ccc(NC(=O)CCc2nnc3ccc(N4CCN(c5cccc(OC)c5)CC4)nn23)cc1 | -9.9% | -4.2% | -17.6% | 5.9% | -6.3% | -1.1% | 1.6% | -5.2% | 4.4%
O=C(O)c1cccnc1SCc1ccc([N+](=O)[O-])cc1 | 0.0% | -0.7% | -18.1% | 7.9% | -7.1% | -3.1% | 3.8% | 17.5% | -1.7%
Nc1nonc1-n1nnc(C(=O)N/N=C/c2ccco2)c1-c1ccccc1 | -3.4% | 0.2%[57.1 µM] | -21.6% | 0.0% | 4.4% | 0.5% | 1.6% | -5.3%[57.1 µM] | -5.5%
O=C(Nc1ccc(Cl)cc1)N1N=CCC1c1ccccc1 (stereo not given) | 97.3%[activator] | -0.9%[57.1 µM] | -4.0% | -18.6% | 5.8% | -4.1% | -0.8% | 8.5%[57.1 µM] | 11.3%
Nc1c(Cl)cc(-c2[nH]c3cc(C(=O)NCCO)ccc3c(=O)c2O)cc1Cl | ? | 0.8%[57.1 µM] | -28.5% | 0.3% | 6.6% | -0.2% | ? | -9.3%[57.1 µM] | -11.4%
COc1cc(C(=O)Nc2cc(C)cc(C)c2)c(-n2cnnn2)cc1OC | -2.6% | 6.2%[57.1 µM] | -17.8% | 22.8% | -13.6% | -0.2% | -0.9% | 13.6%[57.1 µM] | -0.5%
O=C(COc1ccccc1)NC(=S)Nc1cccc([N+](=O)[O-])c1 | 4.4% | -1.8% | -18.2% | -23.7% | -8.1% | -5.1% | -0.6% | ? | 2.4%
Cc1ccc(N(C)S(=O)(=O)c2cc(-c3cnc(C4CC4)o3)ccc2C)cc1 | -8.0% | -2.4% | -1.5% | 9.7%[11.4 µM] | -6.9% | 1.2% | 3.7% | 3.9% | -5.5%
CCOc1ccc(-c2noc(CCC(=O)NC3CCCC3)n2)cc1OC | 0.0% | 8.4%[0.0914 µM] | 0.7% | -9.0% | -0.7% | 1.8% | 0.7% | 7.5%[57.1 µM] | 11.1%
O=S(=O)(NCC1CCCN(Cc2ccccc2)C1)c1cccc2cccnc12 (stereo not given) | 3.9% | -1.9% | -13.0% | 23.2% | 0.5% | 1.2% | -0.4% | 17.6% | -3.8%
Cc1csc(NC(=O)CSc2[nH]c(=O)ncc2C)n1 | 0.9% | -7.4% | -18.3% | -11.1% | -2.0% | -0.5% | 1.0% | -2.2% | 4.6%
CC(C)(O)C#Cc1ccc(CN2CCC(CO)(CCc3ccccc3)CC2)cc1 | ? | -6.1% | -1.6% | 17.6% | -4.7% | 1.4% | -3.9% | -6.0% | -4.0%
Cc1ccc(S(=O)(=O)NC2CCCCCCC2)cc1 | 0.0% | 0.4% | -20.9% | -7.7% | -14.6% | 0.1% | 0.7% | 23.3% | 3.7%
CC(C)c1ccc(NC(=O)COC(=O)CSc2nnc(N)s2)cc1 | 15.9% | -7.3% | -4.7% | -4.0% | 4.2% | -0.1% | 0.2% | 0.4% | 10.2%
O=C(NCC(c1ccco1)N1CCCC1)c1cccc(S(=O)(=O)Nc2ccc(Br)cc2)c1 (stereo not given) | ? | 2.3% | -20.7% | -4.6% | -0.7% | 0.3% | 0.9% | -13.7% | 0.6%
CC1(C)CC(=O)C(CS(=O)(=O)c2ccccc2)=C(Cl)C1 | 0.0% | 4.2% | -17.9% | -6.7% | -6.8% | 0.1% | 0.1% | 28.2µM* | 10.8%
C=CCN1C(=O)C(Cc2ccc(OCC)cc2)S/C1=N\N=C\c1cccs1 (stereo not given) | 105.2%[activator] | -2.9%[57.1 µM] | -19.8% | 21.7% | -7.9% | -5.0% | 0.7% | 13.6%[57.1 µM] | 4.6%
CC(Sc1nnc(-c2ccccc2F)n1N)C(=O)NCC1CCCO1 (stereo not given) | 1.7% | -4.8% | 4.8% | 10.6% | 8.2% | -0.9% | 0.3% | -9.4% | -0.7%
O=C(NCc1ccco1)c1ccc(CS(=O)c2ccccc2Cl)o1 (stereo not given) | 11.4% | . | -17.5% | . | 0.0% | -1.7% | . | . | -2.1%
(continued)
SMILES | ALOX12 inh | TrxR1 substrate | USP1 inh | RGS4 inhibitor | Vif-A3F inh | Vif-A3G inh | RXFP1 agonist | rTrxR1 inhibitor | IDH1 R132H inh
COc1ccccc1NC(=O)CSc1nnc(-c2ccccn2)n1Cc1ccco1 | 0.8% | 12.3% | -13.8% | -9.8% | 0.0% | -17.9% | -0.6% | -5.1% | 8.9%
O=C(NNC(=O)c1ccccc1Cl)c1ccc2c(=O)n3c(nc2c1)CCC3 | 17.8% | -5.9% | -21.8% | 1.5% | 2.9% | -8.0% | 3.5% | 0.1% | -10.0%
O=C(NC(Cc1ccccc1)C(=O)O)c1ccc(S(=O)(=O)N2CCCCC2)cc1 (stereo not given) | -1.9% | 0.0% | -11.1% | 12.9% | -0.9% | -1.5% | 1.8% | 19.5% | -1.0%
Cc1ccc(S(=O)(=O)N2CCC(=O)N(C(COCc3cccc(Cl)c3)C(C)C)CC2)cc1 (stereo not given) | -1.5% | -0.8%[57.1 µM] | -28.4% | 10.7% | 1.0% | -0.2% | 3.8% | 27.4% | 10.5%
O=C(Nc1ccc2c(c1)OCCO2)C1CCN(S(=O)(=O)c2ccc(Br)s2)CC1 | . | 2.5%[57.1 µM] | -17.1% | -26.0% | -2.2% | -0.1% | 1.1% | 7.1%[57.1 µM] | -5.9%
O=C(Nc1c(-c2ccc(F)cc2)nc2ccccn12)c1ccccc1F | -23.9% | 2.9%[2.29 µM] | -15.8% | -19.4% | 1.1% | -2.8% | 0.4% | -2.8% | -11.8%
O=C(Nc1cc(Cl)ccc1N1CCOCC1)c1ccc(N2CCCCC2)c([N+](=O)[O-])c1 | -14.4% | -1.1% | -2.7% | 25.3% | 0.9% | 0.3% | . | 18.6% | -5.1%
O=C(c1ccco1)N1CCN(C(=O)c2cc(-c3ccc(F)cc3)no2)CC1 | -1.0% | -0.8% | -16.6% | 5.1% | -8.4% | 1.1% | -0.2% | 10.9% | 1.2%
CCOC(=O)c1ccc(NC(=O)Cn2c(=O)cc(C)c3c(C)nn(-c4cccc(F)c4)c32)cc1 | -30.2% | 5.1%[57.1 µM] | -19.2% | -21.3% | 0.8% | -0.3% | -1.1% | 17.4%[57.1 µM] | 2.8%

A portion of the library; the hit share may differ from the screen's.
